Screening data: PubChem, several laboratories
MrgX1 ag: agonists of human MrgX1 receptor, primary screen, HEK293 cells, Fluo-4 calcium flux. Fluo-4 calcium fluorescence, agonist mode; hits give high values. B-score at 10 µM. 0.44% of 310,000 active;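 active means calcium response B-score plate-corrected fluorescence ratio at least 3 library SD, with starting fluorescence B-score inside 5 SD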
Target sequence (Q96LB2 whole entry, looked up): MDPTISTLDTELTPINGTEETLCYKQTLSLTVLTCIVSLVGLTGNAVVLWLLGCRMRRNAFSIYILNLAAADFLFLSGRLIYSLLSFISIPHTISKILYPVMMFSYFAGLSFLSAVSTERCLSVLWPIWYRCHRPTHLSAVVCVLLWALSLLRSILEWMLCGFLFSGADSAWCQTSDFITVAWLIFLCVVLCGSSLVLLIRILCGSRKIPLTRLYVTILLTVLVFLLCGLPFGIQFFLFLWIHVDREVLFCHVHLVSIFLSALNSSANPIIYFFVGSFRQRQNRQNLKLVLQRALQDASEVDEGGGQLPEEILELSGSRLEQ
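Material: MrgX1-expressing HEK293 cells / Dosing: compound as first of three additions / Incubation: overnight seeding, then 1 h dark dye loading / Signal: Fluo-4 NW calcium fluorescence / Evaluation: B-scored fluorescence response ratio / Benchmarks: positive and negative control wells on each plate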
ANO1 activ: TMEM16A chloride channel activators or potentiators, primary screen, cell-based, HTS; 0.3% of 340,000 active; B-score at 10 µM; HEK293 TMEM16A/YFP-H148Q/I152L, iodide quench fluorescence; hits give low values; AID 623877, 2012; Anoctamin-1 (Mus musculus), Q8BHY3;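 active means fluorescence-ratio B-score plate-corrected deviation score at least 3 library SD below zero, with starting fluorescence score within 5 deviations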;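 further: channel opened by trigger with iodide after compound preincubation; score built on the fluorescence ratio of max minus min over baseline; more negative score means more quench and so TMEM16A activation or potentiation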
TRPC6 act: mouse TRPC6 channel activators, primary screen, cell-based, HEK293, membrane potential dye. Short transient receptor potential channel 6 (Mus musculus), Q61143. HEK293-TRPC6 membrane potential dye fluorescence; hits give high values. B-score at 10 µM. 0.13% of 310,000 active. AID 2550, 2010;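 active means B-score of the integrated fluorescence ratio above library mean plus 3 SD, and starting fluorescence ratio within library mean plus 5 SD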;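 further: higher score means more depolarization so channel activation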
MrgX1 antagonist: antagonists of human MrgX1 receptor, primary screen, HEK293 cells, Fluo-4 calcium flux; Mas-related G-protein coupled receptor member X1 (Homo sapiens), Q96LB2; BAM8-22 antagonism; hits give low values; B-score at 10 µM; 1.3% of 310,000 active;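 active means calcium-response B-score plate-corrected more than 3 library SD below zero, starting fluorescence within 5 deviations, no agonist response on first addition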;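 further: peak minus trough fluorescence over baseline after final BAM8-22 challenge near maximal dose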
TRPC4 inh: inhibitors of mouse TRPC4 channel, primary screen, Fluo4 calcium, HEK293 TRPC4beta/mu-opioid cells; Short transient receptor potential channel 4 (Mus musculus), Q9QUQ5; DAMGO-evoked Fluo4 calcium flux; hits give low values; B-score at 10 µM; 0.39% of 300,000 active; AID 2247, 2010;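 active means B-score over 3 SD under the library average, no early fluorescence shift, positive overall ratio signal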
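Test system – stable TRPC4beta/mu-opioid receptor HEK293 cells · Probe or stimulus – DAMGO, a submaximal dose followed by a maximal one · Dosing – one concentration per compound · Signal – Fluo4 calcium fluorescence by kinetic imaging, 5 s 1 Hz baseline · Evaluation – per-well B score of integrated baseline-normalized Fluo4 ratio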
TRPC6 inhibitor: mouse TRPC6 channel inhibitors, primary screen, cell-based, HEK293, membrane potential dye; Short transient receptor potential channel 6 (Mus musculus), Q61143; ACh-evoked depolarization; hits give low values; B-score at 10 µM; 1.1% of 310,000 active; AID 2553, 2010;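 active means B-score under library mean minus 3 SD, initial fluorescence not abnormally high, positive integrated signal ratio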;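 further: B-score derived from integrated fluorescence ratio over the kinetic read; more negative B-score means stronger inhibition of depolarization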
SKKanGAS inh: S. pyogenes SKKanGAS growth inhibitors in kanamycin, primary screen, streptokinase expression inhibitor project, SKKanGAS strain, BacTiter-Glo luminescence. 1.3% of 300,000 active. inhibition, % at 7.5 µM. 6 h;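 active means mean replicate score, as percent of positive control median, at least 50; inconclusive means mean below 50 but one replicate at or above 50; inactive means mean and every replicate below 50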;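 further: strain carries kanamycin resistance gene driven by streptokinase promoter and grows in 40 µg/ml kanamycin; loss of luminescence reflects streptokinase promoter inhibition or plain growth inhibition; 0% = median of DMSO wells and 100% = positive control at its reference dose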
MrgX1 allo act: positive allosteric modulators of MrgX1, primary screen, HEK293 cells, Fluo-4 calcium flux. B-score at 10 µM. FDSS; hits give high values. Mas-related G-protein coupled receptor member X1 (Homo sapiens), Q96LB2. 0.63% of 310,000 active;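 active means plate-corrected calcium response at least 3 library SD above typical, normal starting fluorescence, not activating the receptor alone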;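 further: compound read alongside a low EC10 to EC30 dose of BAM8-22 agonist; peak minus trough fluorescence over baseline measured at the second addition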
TRPC4 act: activators of mouse TRPC4 channel, primary screen, Fluo4 calcium, HEK293 TRPC4beta/mu-opioid cells; B-score at 10 µM; Short transient receptor potential channel 4 (Mus musculus), Q9QUQ5; Fluo4 calcium fluorescence; hits give high values; 0.49% of 310,000 active;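 active means B-score above 5 SD of library B-scores, and initial fluorescence ratio not above library mean plus 5 SD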;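 further: positive B-score marks a calcium rise read as TRPC4 activation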
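Assay system – TRPC4beta and mu-opioid receptor HEK293 stable cells · Measured by – Fluo4 fluorescence, kinetic · Schedule – dye loading 45 min room temperature, 110 s kinetic read · Read-out – B-scored integrated calcium fluorescence ratio · Controls – buffer and maximal DAMGO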
TRPC4 potent: positive allosteric modulators of TRPC4, primary screen, cell-based, mouse TRPC4beta, HEK293 mu-opioid, Fluo-4 calcium. Short transient receptor potential channel 4 (Mus musculus), Q9QUQ5. DAMGO EC20, Fluo-4 Ca2+ flux; hits give high values. B-score at 10 µM. 0.42% of 310,000 active. AID 2227, 2009;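 active means B-score of calcium response area above 5 SD of library B-scores, with initial fluorescence ratio within 5 SD of library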;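 further: B-score of integrated fluorescence ratio over time as area under calcium response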
ANO1 block: TMEM16A chloride channel inhibitors, primary screen, cell-based, HTS; Anoctamin-1 (Mus musculus), Q8BHY3; HEK293 TMEM16A/YFP iodide influx fluorescence, ionomycin; normalized B-score (activity score, 25-100; higher = stronger inhibition) at 10 µM; 1.2% of 310,000 active; AID 588511, 2011;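 active means ratio plate-corrected score three or more library SD toward inhibition, starting fluorescence score within five deviations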;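 further: score derived from kinetic fluorescence span divided by baseline fluorescence per well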
Numbers without * were called inactive; i = inactive; u = inconclusive; x = no result given.

Values run as follows: MrgX1 ag, ANO1 activ, TRPC6 act, MrgX1 antagonist, TRPC4 inh, TRPC6 inhibitor, SKKanGAS inh, MrgX1 allo act, TRPC4 act, TRPC4 potent, ANO1 block
[1] CN(C)CCCN(Cc1cc2cc3c(cc2[nH]c1=O)OCO3)C(=S)NCc1ccco1
    i, i, i, i, -6*, i, 1, i, i, i, i
[2] Cn1cc(/C=C2\SC(=O)NC2=S)c2ccccc21
    i, -4.6*, i, i, i, i, 4, i, i, i, i
[3] COc1ccc(CCNC(=O)c2ccc(CNS(=O)(=O)c3ccc(C(C)(C)C)cc3)cc2)cc1OC
    i, i, i, i, i, i, u, i, i, i, i
[4] Cc1ccc(NC(=S)NNC(=O)c2ccco2)cc1
    i, i, i, i, i, i, -3, i, i, i, i
[5] O=C1c2ccccc2C(=O)N1c1ncn[nH]1
    i, i, i, i, i, i, -18, i, i, i, i
[6] COC(=O)c1ccc(S(=O)(=O)NCc2ccc(OC)cc2)n1C
    i, i, i, i, i, i, -5, i, i, i, i
[7] COc1ccc(OCC(=O)Nc2ccc(NC(=O)c3cccs3)cc2)cc1
    i, i, i, i, i, i, -2, i, i, i, i
[8] O=C(c1cnc2sccn2c1=O)N(Cc1ccccc1)c1ccccn1
    i, i, i, i, i, i, -2, i, i, i, i
[9] Cc1ccc(C2CN(c3ccccc3)CC2C(=O)c2ccc(F)cc2)cc1 (stereo not given)
    i, i, i, i, i, i, -4, i, i, i, i
[10] COc1cc(Cl)c(C)cc1NC(=O)COC(=O)c1cc[n+]([O-])cc1
    i, i, i, i, i, i, -2, i, i, i, i
[11] Cc1cc(N)n(-c2ccc(Oc3ccccc3)c(S(=O)(=O)O)c2)n1
    x, i, i, x, i, i, 2, x, i, i, x
[12] CCCCOc1ccc(-c2c(C#N)c(N)[nH]c(=S)c2C#N)cc1
    i, i, i, i, i, i, 17, i, i, i, i
[13] CCCCCCN(C(=O)CCCCCN1C(=O)NC(c2ccc(-c3ccccc3)cc2)C(C(=O)OCc2ccccc2)=C1C)C(C(=O)NCCCC)c1ccc(OCC(=O)OC)cc1 (stereo not given)
    i, x, i, i, i, i, 19, i, i, i, i
[14] CC(NC(=O)CN(C)CC(=O)Nc1ccc(F)c(F)c1F)c1ccccc1 (stereo not given)
    i, i, i, i, i, i, -5, i, i, i, i
[15] Cc1ccc(S(=O)(=O)N2CCC(NC(=O)c3cccnc3)CC2)cc1Cl
    i, i, i, i, i, i, -2, i, i, i, i
[16] O=C(NNc1c2ccccc2nc2ccccc12)c1cccc(O)c1
    i, i, i, i, i, i, 9, i, i, i, i
[17] CCc1ccc(N2CC(O)(c3cccs3)[N+]3=C2SCCC3)cc1 (stereo not given)
    i, i, i, i, i, i, x, i, i, i, i
[18] COc1ccc(C(C(=O)NC2CCCC2)N(Cc2ccccc2)C(=O)CNC(=O)c2ccco2)cc1 (stereo not given)
    i, i, i, i, i, i, 2, i, i, i, i
[19] Cc1ccc(C)c(CSc2nnc(-c3cccs3)n2Cc2ccco2)c1
    i, i, i, i, i, i, 25, i, i, i, i
[20] Cc1cc(C)c(C)c(S(=O)(=O)N2CCN(C(=O)CCC(=O)N3CCOCC3)CC2)c1C
    i, i, i, i, i, i, -12, i, i, i, i
[21] O=C(c1sc2ccccc2c1Cl)N(Cc1ccccc1Cl)C1CCS(=O)(=O)C1 (stereo not given)
    i, i, i, i, i, i, 7, i, i, i, i
[22] Cc1nnc(Sc2c(N)n(C)c(=O)[nH]c2=O)s1
    i, i, i, i, i, i, -2, i, i, i, i
[23] O=C(CCCCCNc1nc(=S)[nH]c2ccccc12)NCCc1ccc(Cl)cc1
    i, i, i, i, i, i, 12, 9.7*, i, i, i
[24] Cc1ccccc1C(=O)/C=C1\NC(=O)CS1
    i, i, i, i, i, i, -1, i, i, i, i
[25] O=C(CN=C1NC(=O)C(c2ccccc2)(c2ccccc2)N1)NCc1ccc(F)cc1
    i, i, i, i, i, i, -1, i, i, i, i
[26] Cc1ccccc1Cn1c(C(=O)OC(C)C)cc2c1ccn2C
    i, i, i, i, i, i, 4, i, i, i, i
[27] CC1=C(C(=O)NCc2ccccc2)C(c2cc(Br)cc(Br)c2OC(C)C)NC(=O)N1 (stereo not given)
    i, i, i, i, i, i, 0, i, i, 17*, i
[28] CN(C)CCCNC(=O)c1cc(C(=O)C2CCCCC2)c[nH]1
    i, i, i, i, i, i, -6, i, i, i, i
[29] Cc1cc(Cl)c(S(=O)(=O)NC(C)C)cc1OCC(N)=O
    i, i, i, i, i, i, 1, i, i, i, i
[30] CCCCn1c(N)c(N(Cc2ccccc2OC)C(=O)COc2ccccc2OC)c(=O)[nH]c1=O
    i, i, i, i, i, i, 15, i, i, i, i
[31] COC(=O)Cc1ccc(N(Cc2ccccc2F)S(=O)(=O)c2ccc(Cl)cc2)cc1
    i, i, i, i, i, i, -5, i, i, i, i
[32] O=C(O)CCc1ccc(-c2ccccc2)o1
    i, i, i, i, i, i, -1, i, i, i, i
[33] COc1cc(C2c3c(-c4ccccc4)n[nH]c3C(=O)N2c2ccccc2)ccc1O (stereo not given)
    i, i, i, i, i, i, 2, i, i, 14*, i
[34] CCOc1ccccc1/C=C(/NC(=O)c1ccccc1)C(=O)N1CCCCC1
    i, i, i, i, i, i, 9, i, i, i, i
[35] COc1ccc(S(=O)(=O)N2CCN(c3ccc(F)cc3)CC2)cc1C(=O)N1CCCC1
    i, i, i, i, i, i, 6, i, i, i, i
[36] CCc1ccccc1N(CC(=O)O)S(C)(=O)=O
    i, i, i, i, i, i, -1, i, i, i, i
[37] Oc1ccc2oc3c(c2c1C=NCc1ccncc1)CCCC3
    i, i, i, i, i, i, 17, i, i, i, i
[38] COc1ccc(OC)c(C2=NOC(C(=O)N3CCCc4ccccc43)C2)c1 (stereo not given)
    i, i, i, i, i, i, 8, i, i, i, i
[39] CCCCn1c(=O)[nH]c(=O)c2c1nc(-c1ccc(OC)c(Br)c1)n2CC(C)C
    i, i, i, i, i, i, 11, i, i, i, i
[40] Cc1cc2nc(-c3cc(N4CCOCC4)ccc3[N+](=O)[O-])ccn2n1
    i, i, i, i, i, i, -2, i, i, i, i
[41] Cc1ccc(S(=O)(=O)NCC(=O)OC2CCOC2=O)cc1 (stereo not given)
    i, i, i, i, i, i, -10, i, i, i, i
[42] O=C(NCc1cccnc1)C12CC3CC(CC(C3)C1)C2
    i, i, i, i, i, i, -4, i, i, i, i
[43] COc1ccc2c(c1)c(=O)oc1cc(OCC(=O)NC3CC3)ccc12
    i, i, i, i, i, i, -2, i, i, i, i
[44] C/C(Nc1ccccc1)=C(/C#N)C(N)=O
    i, i, i, i, i, i, -8, i, i, i, i
[45] COc1ccc(-c2cn3cccc(C)c3n2)cc1F
    i, i, i, i, i, -8*, -7, i, i, i, i
[46] CCOC(=O)c1ccc(NC(=O)CCC(CC)C(=O)O)cc1 (stereo not given)
    i, i, i, i, i, i, -2, i, i, i, i
[47] COC(=O)c1cc2n(n1)CCN(Cc1ccc(OC)cc1)C2=O
    i, i, i, i, i, i, -3, i, i, i, i
[48] NC(=O)Cn1nnc(-c2ccc(CN3CCCCC3)cc2)n1
    i, i, i, i, i, i, -5, i, i, i, i
[49] Cc1ccc(CNC(=O)CC2Sc3ccccc3NC2=O)cc1 (stereo not given)
    i, i, i, i, i, i, -9, i, i, i, i
[50] CN(C)Cc1cnc2ccc(Cl)cn12
    i, i, i, i, i, i, 0, i, i, i, i
[51] Cc1noc(C)c1CSc1nnc(-c2ccccc2)n1N
    i, i, i, i, i, i, 9, i, i, i, i
[52] COc1ccc(C(=O)Nc2ccc(/C(C)=N/NC(=O)c3ccncc3)cc2)cc1
    i, i, i, i, i, i, 0, i, i, i, i
[53] CC(/C=C/c1ccccc1)=N\NC(=O)C1CC1(C)c1ccccc1 (stereo not given)
    i, i, i, i, i, i, 4, i, i, i, i
[54] O=C1CSC(c2ccc3c(c2)OCO3)N1c1ccc(Oc2ccccc2)cc1 (stereo not given)
    i, i, i, i, i, i, 13, i, i, i, i
[55] Cc1nc2ccc(NS(=O)(=O)c3ccc(F)cc3)cc2s1
    i, i, i, i, i, i, -3, i, i, i, i
[56] Cc1cc(-c2ccccc2)c2c(n1)sc1c(O)cc(=O)[nH]c12
    i, x, i, i, i, i, 14, i, i, i, i
[57] O=C(Nc1cc2c3c(c1)C1CCCC1CN3CC1CCCC21)c1ccc([N+](=O)[O-])cc1 (stereo not given)
    i, i, i, i, i, i, 19, i, i, i, i
[58] C/C(=N/NC(=O)c1cccs1)c1c(C)[nH]n(-c2nc3ccccc3s2)c1=O
    i, i, i, i, i, i, 55*, i, i, i, i
[59] O=C(c1ccc(-n2cncn2)c([N+](=O)[O-])c1)N1CCN(S(=O)(=O)c2ccc(Cl)cc2)CC1
    i, i, i, i, i, i, -3, i, i, i, i
[60] Cc1ccc(S(=O)(=O)N2CCCC2C(=O)Nc2nc3c(s2)CCCC3)cc1 (stereo not given)
    i, i, i, i, i, i, -5, i, i, i, i
[61] O=C(CSc1nnc(COc2ccccc2)o1)Nc1ccc(F)cc1
    i, i, i, i, i, i, -10, i, i, i, i
